LGR2 antag – inhibitors of bursicon-induced LGR2 CRE-luciferase signal, primary screen, cell-based, HEK293, CRE-luciferase reporter, bursicon stimulation. Drosophila bursicon receptor LGR2 (rickets). bursicon-stimulated, 4 h. 0.35% of 380,000 active. inhibition, % at 9.99 µM;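 active = drop in luminescence signal, shown as inhibition above about 50% in the replicate tests, limit read from the data, passing the limit was not always enough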;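 note: agonist challenge used bursicon conditioned medium at about half maximal strength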
ERAP1 inh – human ERAP1 aminopeptidase inhibitors, primary screen, biochemical, single point, plate reader; recombinant ERAP1, Leu-AMC fluorescence, 60 min; inhibition, % at 10.7 µM; 0.15% of 340,000 active;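 active = mean replicate inhibition of at least 30%, or all replicates individually reaching that 30% level; inactive = mean below 30% and not every replicate reaching it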;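 note: 0% = neutral control wells and 100% = L-leucinethiol positive control wells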
Target sequence (Q9NZ08 whole entry, looked up): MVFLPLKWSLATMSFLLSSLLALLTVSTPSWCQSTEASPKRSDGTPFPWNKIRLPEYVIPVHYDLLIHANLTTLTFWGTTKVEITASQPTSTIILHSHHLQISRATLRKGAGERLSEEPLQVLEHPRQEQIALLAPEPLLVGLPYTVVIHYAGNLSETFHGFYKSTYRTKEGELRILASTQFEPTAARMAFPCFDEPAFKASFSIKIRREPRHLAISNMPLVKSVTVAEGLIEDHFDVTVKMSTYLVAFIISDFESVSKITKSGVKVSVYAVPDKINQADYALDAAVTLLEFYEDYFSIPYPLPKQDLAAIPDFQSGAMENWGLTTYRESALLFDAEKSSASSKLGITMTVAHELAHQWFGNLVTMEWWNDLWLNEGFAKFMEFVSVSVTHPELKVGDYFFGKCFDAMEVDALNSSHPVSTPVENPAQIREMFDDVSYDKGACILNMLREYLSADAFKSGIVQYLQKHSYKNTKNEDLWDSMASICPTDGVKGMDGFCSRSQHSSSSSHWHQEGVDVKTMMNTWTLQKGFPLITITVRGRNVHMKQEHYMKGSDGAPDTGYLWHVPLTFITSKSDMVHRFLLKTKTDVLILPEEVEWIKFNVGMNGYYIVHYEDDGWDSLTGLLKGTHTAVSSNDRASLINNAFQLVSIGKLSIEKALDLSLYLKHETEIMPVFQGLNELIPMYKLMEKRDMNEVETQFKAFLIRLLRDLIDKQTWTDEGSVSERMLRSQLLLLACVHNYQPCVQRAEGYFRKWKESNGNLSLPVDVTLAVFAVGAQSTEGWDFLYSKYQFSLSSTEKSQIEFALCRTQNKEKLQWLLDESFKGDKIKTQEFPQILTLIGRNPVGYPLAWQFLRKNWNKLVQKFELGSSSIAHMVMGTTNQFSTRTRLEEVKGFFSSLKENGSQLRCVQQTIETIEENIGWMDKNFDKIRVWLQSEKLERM
FN deposition inh – inhibitors of fibronectin matrix deposition, primary screen, AH1F cells, Alexa488-fibronectin fluorescence, plate reader. AH1F fibroblasts, overnight. inhibition, % at 12.6 µM. 0.086% of 350,000 active. AID 743247, 2014;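 active = mean inhibition across replicates of 30% or more, regardless of how many single replicates reach that level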;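 note: positive control wells lacked labelled fibronectin entirely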
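Material: AH1F fibroblasts assembling fluorescent fibronectin matrix; amount: 10000 AH1F cells/well; medium: DMEM, 2% serum; reagent: Alexa488-fibronectin, 24 nM final in well; dosing: single compound dose, delivered by pin transfer; incubation: 1 h adhesion, overnight exposure; detection: fluorescence after three HBSS washes, excitation 485 nm, emission 525 nm; measure: fibronectin deposition inhibition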
PGC1a acetyl inh – inhibitors of PGC1a acetylation signal, primary screen, cell-based, U2OS, AlphaScreen, inhibitor mode. inhibition, % at 15.6 µM. AID 651687, 2012. AlphaScreen anti-acetyl-lysine; with virally co-expressed GCN5 acetyltransferase. 0.17% of 350,000 active;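 active = every replicate shows inhibition of at least 40%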;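 note: 0% = neutral control wells and 100% = positive control wells; some results beyond the cut were filed as inactive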
PglD DTNB – C. jejuni PglD acetyltransferase inhibitors, primary screen, biochemical, DTNB colorimetric, single point; UDP-N-acetylbacillosamine N-acetyltransferase PglD (Campylobacter jejuni); purified PglD enzyme, DTNB colorimetric CoA detection; inhibition, % at 12.5 µM; 0.098% of 360,000 active; AID 602405, 2012; in the data active = inhibition above about 16%, passing the limit was not always enough; note: strong numbers were not always called active
PAX8 reporter – inhibitors of PAX8-driven TPO luciferase reporter, primary screen, RMG-I cells, single concentration; 1.2% of 360,000 active; inhibition, % at 12.6 µM; SteadyGlo, 24 h;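 active = mean replicate inhibition at least 60% with every replicate also reaching 60%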;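 note: luciferase light reporting Pax8 driven TPO promoter activity; plate controls were median of neutral control wells for no effect and mitoxantrone controls for full effect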
S100A4 MyoIIA – inhibitors of S100A4-myosin IIA peptide binding, primary screen, biochemical, fluorescence polarization, TAMRA-MyoIIA peptide | Protein S100-A4 (Homo sapiens), P26447 | 0.14% of 360,000 active | inhibition, % at 10.7 µM;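 active = mean inhibition of at least 70% across replicates, with every replicate also reaching that level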
Target sequence (P26447 whole entry, looked up): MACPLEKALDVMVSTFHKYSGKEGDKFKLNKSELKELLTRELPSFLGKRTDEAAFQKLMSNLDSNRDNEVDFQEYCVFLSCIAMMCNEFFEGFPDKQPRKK
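incubation = readout 5 min after mixing, signal stable up to 60 min | system = S100A4 monomer protein | buffer or medium = HEPES pH 7.2 with CaCl2, KCl, NaCl, DTT, Triton | benchmarks = neutral control DMSO, positive control TFP | also added = fluorescent myosin IIA peptide, 5 nM | compound dosing = one concentration per compound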
EWS-Fli block – EWS/Fli-driven NR0B1 reporter inhibitors, primary screen, A673 cells, NR0B1 luciferase, luminescence, MLPCN library; viability-normalised; inhibition, % at 12.6 µM; 0.67% of 350,000 active; AID 651661, 2012;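 active = mean inhibition of at least 50% after viability correction, with every replicate also passing that limit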;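 note: firefly luciferase signal divided by Alamar Blue viability fluorescence both relative to DMSO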
An asterisk follows results filed as active; nt = not tested or not shown; & = joins results of further samples.

SMILES | LGR2 antag | ERAP1 inh | FN deposition inh | PGC1a acetyl inh | PglD DTNB | PAX8 reporter | S100A4 MyoIIA | EWS-Fli block
O=C(Cc1cc(=O)oc2cc(O)ccc12)N[C@@H](Cc1c[nH]c2ccccc12)C(=O)O | -1 | 9 | 5 | -1 | 5 | 22 | -4 | 15
C[C@H]1CN([C@@H](C)CO)C(=O)Cc2cc(N(C)C)ccc2O[C@@H]1CN(C)S(C)(=O)=O | 4 | -2 | 1 | -10 | -5 | -2 | 5 | -7
COc1ccc2ccccc2c1CN(C)Cc1ccccc1 | -4 | -2 | 5 | -3 | 1 | 16 | -3 | 20
Cc1nc(Oc2ccccc2)c2oc3ccccc3c2n1 | nt | nt | 0 | -1 | -4 | 3 | nt | nt
COc1ccc(CNC(=O)CCS(=O)(=O)c2ccc3c(c2)CCN3C(C)=O)cc1 | -1 | 1 | -1 | 3 | -5 | 11 | -7 | 1
NS(=O)(=O)c1ccc(CCNC(=O)C(=O)Nc2cc3c4c(c2)CC(=O)N4CCC3)cc1 | 0 | 1 | 0 | -11 | -3 | -10 | 0 | 2
COc1cc2c(cc1OC)CN(C(=O)Cc1ccccc1)CC2 | 10 | -1 | -2 | 6 | -2 | 8 | -1 | 7
Cc1oc(-c2ccccc2Cl)nc1Cn1cccc1C1=NC(c2ccccc2)CO1 (centres undefined) | nt | nt | 0 | -24 | -2 | 11 | nt | nt
Cc1ccc(C(=O)NCc2ccco2)o1 | 0 | -1 | nt | nt | -2 | 22 | -7 | nt
CO[C@@H]1CN(C)C(=O)c2ccc(NC(=O)c3nc4ccccc4s3)cc2OC[C@H](C)N(Cc2cccnc2)C[C@H]1C | 14 | nt | 8 | -11 | 5 | 12 | nt | -6

Reprinted at random: 4 records from the list.
SMILES | LGR2 antag | ERAP1 inh | FN deposition inh | PGC1a acetyl inh | PglD DTNB | PAX8 reporter | S100A4 MyoIIA | EWS-Fli block
C[C@H]1CN([C@@H](C)CO)C(=O)Cc2cc(N(C)C)ccc2O[C@@H]1CN(C)S(C)(=O)=O | 4 | -2 | 1 | -10 | -5 | -2 | 5 | -7
COc1ccc2ccccc2c1CN(C)Cc1ccccc1 | -4 | -2 | 5 | -3 | 1 | 16 | -3 | 20
COc1ccc(CNC(=O)CCS(=O)(=O)c2ccc3c(c2)CCN3C(C)=O)cc1 | -1 | 1 | -1 | 3 | -5 | 11 | -7 | 1
Cc1ccc(C(=O)NCc2ccco2)o1 | 0 | -1 | nt | nt | -2 | 22 | -7 | nt

Remaining list, next part.
SMILES | LGR2 antag | ERAP1 inh | FN deposition inh | PGC1a acetyl inh | PglD DTNB | PAX8 reporter | S100A4 MyoIIA | EWS-Fli block
O=C1NC(=O)C(Cc2c[nH]c3ccccc23)N1 (centres undefined) | -8 | -5 | 6 | 4 | 2 | -1 | -4 | -1
OC(c1cccnc1)c1nc(-c2cccc(F)c2)cs1 (centres undefined) | 0 | -1 | 1 | -17 | 4 | -10 | 9 | 0
CCCNC(=O)N[C@@H]1C=C[C@H](CC(=O)NCCc2ccccc2)O[C@@H]1CO | -16 | nt | 1 | 4 | nt | 6 | nt | 0
C[C@H](CO)N1C[C@H](C)[C@H](CN(C)Cc2ccc(-c3ccccc3)cc2)Oc2ccc(NC(=O)CCC(F)(F)F)cc2CC1=O | 5 | 1 | nt | 3 | -2 | 6 | 1 | 2
Cc1cc(C)c(S(=O)(=O)NC(CC(=O)O)c2cccc([N+](=O)[O-])c2)c(C)c1 (centres undefined) | 0 | 3 | 3 | 5 | -3 | 1 | -13 | -1
Cc1cc([N+](=O)[O-])nn1CC(=O)N/N=C/c1ccccc1Br | 9 | 1 | 6 | 4 | nt | 7 | -1 | 13
CC(C)(C)NC(=O)CN(Cc1ccc2c(c1)OCO2)C(=O)CCC(=O)Nc1nccs1 | 22 | 2 | -7 | 0 | nt | 2 | -3 | 10
C[C@H](NC(=O)C[C@H]1CC[C@H]2[C@@H](COC[C@@H](O)CN2C(=O)Nc2cccc(Cl)c2)O1)c1ccccc1 | -10 | nt | 10 | -4 | 7 | -22 | nt | -5
COc1cccc(NS(=O)(=O)c2ccc3c(c2)C2C=CCC2C(c2ccc(C(=O)O)cc2)N3)c1 (centres undefined) | -1 | nt | 2 | nt | nt | -3 | nt | 11
C[C@H](CO)N1C[C@H](C)[C@H](CN(C)S(=O)(=O)c2ccccc2)Oc2ccc(N(C)C)cc2CC1=O | -8 | 1 | nt | 2 | 4 | -9 | -2 | nt
C[C@H]1CN([C@@H](C)CO)C(=O)c2cc(NS(C)(=O)=O)ccc2O[C@@H]1CN(C)C(=O)Nc1ccc2c(c1)OCO2 | -1 | -1 | nt | -1 | 4 | nt | -1 | -2
O=C(CN1CCc2ccccc2C1)Nc1ccc(OC(F)(F)F)cc1 | -43 | -2 | 3 | -2 | -2 | 20 | -5 | 23
C=CCn1c(CCc2ccc(OC(C)C)cc2)n[nH]c1=S | -38 | 12 | -6 | nt | nt | -29 | 8 | -17
Cc1ccc(S(=O)(=O)N2CCCCC2CCNC(=O)C(=O)NC2CC2)cc1 (centres undefined) | 4 | -1 | -2 | -8 | 5 | 23 | -2 | -1
CO[C@@H]1CN(C)C(=O)c2ccc(NC(=O)C3CC3)cc2OC[C@H](C)NC[C@H]1C | 3 | -1 | -3 | 5 | 11 | -9 | -3 | -11
Cc1c(C(=O)N2CCCCC2)c(S(=O)(=O)Nc2cccc(Br)c2)c(C)n1C | 1 | 1 | -4 | -11 | -1 | 2 | -1 | -3
CCCNC(=O)C[C@@H]1CC[C@H]2[C@H](COc3ccc(NC(=O)c4cccc(F)c4)cc3C(=O)N2C)O1 | 2 | -3 | -6 | -2 | -1 | 6 | 3 | -5
O=C(Nc1nc2ccc([N+](=O)[O-])cc2s1)C1CCCO1 (centres undefined) | -52 | -3 | 0 | nt | nt | -99 | -2 | -38
C[C@H]1CN([C@@H](C)CO)S(=O)(=O)c2ccc(-c3ccccc3)cc2O[C@H]1CN(C)C | -8 | -4 | nt | -10 | 2 | -1 | 1 | 4
CCCCOc1ccc(-c2nnc(-c3ccco3)o2)cc1 | nt | nt | 1 | -6 | -6 | -144 | nt | nt
NC(Cc1ccc(Cl)cc1)c1csc(Nc2nccc(C(F)(F)F)n2)n1 (centres undefined) | 7 | -1 | 3 | nt | -1 | -14 | -2 | 10
Cc1noc(C)c1S(=O)(=O)Nc1ccc2c(c1)C(=O)N([C@H](C)CO)C[C@@H](C)[C@@H](CN(C)S(=O)(=O)c1ccccc1)O2 | 5 | 2 | 1 | -3 | -1 | nt | -26 | 0
ClCCn1cnc2c(SCc3ccccc3)ncnc21 | -55 | -6 | 1 | 25 | -1 | -130 | 1 | -109
COCCCNC(=S)NNC(=S)Nc1ccccc1 | -28 | -3 | 8 | 8 | -2 | -90 | -5 | -42
COc1ccc(C(=O)Nc2ccc(Cl)c(S(=O)(=O)Nc3ccccc3OC)c2)cc1 | 11 | nt | -9 | 1 | -4 | -5 | nt | nt
N#C/C(=N\Nc1ccc(F)cc1)C(=N)N1CCCCCC1 | nt | -2 | 0 | nt | -2 | -98 | -1 | -12
O=S(=O)(Cc1cc(N2CCOCC2)nc(-c2ccccn2)n1)c1ccccc1 | 14 | 2 | -12 | 13 | nt | 18 | 0 | 12
Cc1ccc(S(=O)(=O)N2CCC(C(=O)N3CCC(C(=O)NCC4CCCO4)CC3)CC2)cc1 (centres undefined) | 7 | 2 | nt | -4 | 5 | nt | -15 | -3
CC(C)NC(=O)N(C)C[C@H]1Oc2cc(C#Cc3ccc(F)cc3)ccc2S(=O)(=O)N([C@@H](C)CO)C[C@@H]1C | -7 | -1 | nt | -8 | 0 | nt | 1 | 18
COc1ccc([N+](=O)[O-])cc1NC(=O)C(C)Sc1ccc(C)cc1 (centres undefined) | 4 | 1 | 4 | nt | nt | 5 | 4 | -2
NS(=O)(=O)c1ccc(F)c(C(=O)O)c1 | 5 | 1 | 1 | 5 | -2 | 11 | -5 | -1
O=C(COC(=O)c1ccc(-c2ccccc2)cc1)Nc1ccccc1-c1ccccc1 | 11 | nt | -2 | -18 | -10 | -16 | nt | nt
O=C(C[C@H]1C[C@@H]2c3cc(NC(=O)c4ccc5c(c4)OCO5)ccc3O[C@@H]2[C@H](CO)O1)NCc1cc(F)ccc1F | -4&5 | 1&-3 | -9 | 2&-4 | -7 | 7 | 17&-3 | 0&-6
Cc1ccc(S(=O)(=O)N2CCN(C(=O)Cn3nc(C)c([N+](=O)[O-])c3C)CC2)c(C)c1 | -1 | 6 | 14 | -1 | 3 | 17 | 23 | 5
CCC(CC)C(=O)NCCc1ccc(OC)c(OC)c1 | nt | nt | -6 | 8 | -2 | 3 | nt | nt
Cc1cc(C)c2oc(=O)cc(CN3CCN(Cc4ccccc4)CC3)c2c1 | -1 | -3 | 1 | 5 | -2 | 14 | -44 | 17
O=C(C[C@H]1C=C[C@@H](NS(=O)(=O)c2ccc(F)cc2)[C@@H](CO)O1)NCc1ccc(Cl)c(Cl)c1 | 6 | 0 | nt | 4 | 2 | 20 | -2 | 2
CC(=O)c1ccc(NC(=O)C(C)OC(=O)C(C)Oc2cccc(C)c2)cc1 (centres undefined) | -2 | -4 | -3 | nt | nt | 31 | -2 | 4
CC(=O)N1CCOc2ccc(S(=O)(=O)NCCc3ccc(Cl)cc3)cc21 | 19 | 1 | -3 | -2 | -4 | 3 | 3 | nt
O=C(OCCCc1cc2ccccc2c(=O)o1)c1ccco1 | 2 | 2 | 4 | 15 | -2 | 7 | 5 | -6
O=C(O)COc1ccc(S(=O)(=O)NCCc2ccccc2)cc1 | -3 | 0 | -11 | 7 | -4 | -9 | 5 | -8
COc1ccc2c3c([nH]c2c1)C(C)N(CCC(=O)NN)CC3 (centres undefined) | 11 | -1 | -5 | -4 | 1 | 7 | -2 | 5
O=C(COc1ccccc1)NC1CCSC1=O (centres undefined) | 4 | -10 | 6 | 0 | nt | -15 | -8 | -60
CN(C)CCOCCOc1ccc(Cl)c2ccccc12 | 2 | 1 | 4 | 4 | 0 | -4 | -3 | 11
COc1cc2c(cc1OC)CN(Cc1cc(=O)n3c(-c4ccccc4)csc3n1)CC2 | 22 | 9 | -1 | nt | nt | 18 | -7 | -1
C[C@H](CO)N1C[C@H](C)[C@@H](CN(C)Cc2ccc(Oc3ccccc3)cc2)Oc2c(NC(=O)C3CCOCC3)cccc2C1=O | -25 | 1 | nt | -19 | -3 | 11 | -4 | 2
C[N+]1(C)CC2([N+](=O)[O-])CC=C(Oc3ccccc3)C([N+](=O)[O-])(C2)C1 (centres undefined) | 8 | nt | -2 | nt | -3 | 1 | nt | nt
C[C@@H]1CCCCO[C@@H](CN(C)C(=O)c2ccccc2)[C@@H](C)CN([C@@H](C)CO)C(=O)c2cc(NS(=O)(=O)c3ccc(Cl)cc3)ccc2O1 | 2 | 0 | -8 | -1 | -2 | 22 | -1 | -5
Cc1oc(-c2cccs2)cc1C(=O)N1CCC(C)(C(=O)NS(=O)(=O)C2CC2)C1 (centres undefined) | 13 | -3 | 4 | 10 | -5 | -15 | 3 | 5
CCC(=O)N(C)C[C@@H]1Oc2cc(C#CC(C)C)ccc2S(=O)(=O)N([C@H](C)CO)C[C@@H]1C | 14 | -1 | nt | 0 | -1 | nt | 1 | 3

Screens as filed in PubChem.
